WRN helicase inh – inhibitors of human WRN helicase. Q14191. WRN helicase unwinding, fluorescent forked duplex, kinetic. Potency, µM (doses to about 114 µM), for the others: at the highest dose activity change, negative = inhibition, actives largely listed as inhibitors. actives 0.46% (n = 360,000). AID 651768; also: potency is read from the fitted curve at half-maximal effect; % is scaled to controls: 0 for no effect and ±100 for the full control effect; nearly all actives have a fitted effect of over 55% in size
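Screening of the MLSMR collection measured strand separation of a quenched forked DNA duplex (100 nM) by 20 nM WRN with 2 mM ATP, all final. Compounds were preincubated with enzyme 15 min at room temperature.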
EPAC1 agonist – activates human EPAC1 exchange factor; O95398; Potency, µM (titrated, usually from 154 µM), for inactives: at the top dose activation, actives largely listed as activators; EPAC1 agonist qHTS, biochemical assay; response scale: 100% = response to 6.5 mM cAMP; actives 0.073% (n = 360,000); also: potency is read from the fitted curve at half-maximal effect; nearly all actives have a fitted effect of over 60% in size
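Multi-concentration qHTS readout: loss of Rap1B-bound BODIPY-GDP fluorescence driven by 100 nM EPAC1 with excess GDP (50 uM), monitored kinetically at room temperature; agonist response expressed relative to 6.5 mM cAMP.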
EPAC2 antag – antagonists of human EPAC2; Potency, µM (titrated, usually from 114 µM), for inactives: at the top dose activity, negative = inhibition, most hits filed as inhibitors; EPAC2 GEF exchange of Rap1B-BODIPY-GDP, fluorescence; actives 0.18% (n = 360,000); Q8WZA2; also: potency is read from the fitted curve at half-maximal effect; % is scaled to controls: 0 for no effect and ±100 for the full control effect; nearly all actives have a fitted effect of over 45% in size; many of its hits are not listed in these tables
PLK1 PBD inh – blocks phosphopeptide binding to human PLK1 polo-box domain; actives 2.8% (n = 360,000); P53350; Potency, µM, inactives show max response, negative = inhibition, most hits filed as inhibitors; Plk1 PBD binding of FITC phosphopeptide, fluorescence polarization; also: potency is read from the fitted curve at half-maximal effect; series mostly up to about 57 µM; % is scaled to controls: 0 for no effect and ±100 for the full control effect; nearly all actives have a fitted effect of over 65% in size
Target sequence (P53350 whole entry, looked up, the tested form may be a part): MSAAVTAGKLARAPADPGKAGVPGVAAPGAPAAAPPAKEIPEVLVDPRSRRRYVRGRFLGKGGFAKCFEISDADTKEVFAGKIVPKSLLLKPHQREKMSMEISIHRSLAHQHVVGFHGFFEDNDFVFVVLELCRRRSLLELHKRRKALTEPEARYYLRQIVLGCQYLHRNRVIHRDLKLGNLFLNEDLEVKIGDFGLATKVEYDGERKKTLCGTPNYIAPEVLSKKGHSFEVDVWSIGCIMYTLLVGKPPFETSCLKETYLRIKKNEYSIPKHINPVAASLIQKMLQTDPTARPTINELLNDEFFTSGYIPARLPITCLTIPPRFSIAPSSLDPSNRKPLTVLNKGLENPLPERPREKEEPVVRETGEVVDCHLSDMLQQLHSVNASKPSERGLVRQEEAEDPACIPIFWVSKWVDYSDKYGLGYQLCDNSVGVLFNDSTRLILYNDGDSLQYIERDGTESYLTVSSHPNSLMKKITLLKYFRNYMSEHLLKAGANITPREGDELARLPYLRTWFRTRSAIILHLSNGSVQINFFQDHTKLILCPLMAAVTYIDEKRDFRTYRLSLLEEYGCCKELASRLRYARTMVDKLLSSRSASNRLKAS
PI5P4Ka inh – blocks human PI5P4K alpha kinase activity; P48426; PI5P4Kalpha enzyme, ADP-Glo luminescence, 60 min; active compounds read low; max response, %; actives 1.2% (n = 330,000); AID 652105; active = max response of -50% or lower; inconclusive = between -30% and -50%; inactive = -30% or higher; also: value at the top dose of about 77 µM; % is scaled to controls: 0 for no effect and ±100 for the full control effect
Target sequence (P48426 whole entry, looked up): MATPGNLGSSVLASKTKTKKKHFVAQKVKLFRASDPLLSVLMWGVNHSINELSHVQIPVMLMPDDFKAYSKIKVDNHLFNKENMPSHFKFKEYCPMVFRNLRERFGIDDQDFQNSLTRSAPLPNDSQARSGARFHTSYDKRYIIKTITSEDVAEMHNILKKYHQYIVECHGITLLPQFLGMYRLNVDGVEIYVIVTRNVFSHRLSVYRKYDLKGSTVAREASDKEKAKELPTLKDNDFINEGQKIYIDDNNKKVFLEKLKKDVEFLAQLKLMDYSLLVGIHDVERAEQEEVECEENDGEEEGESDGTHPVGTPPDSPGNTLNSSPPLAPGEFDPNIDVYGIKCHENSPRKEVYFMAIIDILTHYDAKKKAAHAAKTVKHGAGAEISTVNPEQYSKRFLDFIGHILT
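PI5P4Kalpha ADP-Glo assay; 5 microM ATP final; 60 min RT reaction; HEPES pH 7.4/EGTA/CHAPS, 5% DMSO; controls lacking substrate or enzyme; luminescent end-point.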
MmCpn inh – M. maripaludis TRiC chaperonin inhibition. Potency, µM (titrated, usually from 76.9 µM), without a hit: top-dose activity, negative = inhibition, most hits filed as inhibitors. purified Mm-Cpn ATPase, ADP Transcreener TR-FRET. actives 0.031% (n = 330,000); also: potency is read from the fitted curve at half-maximal effect; % is scaled to controls: 0 for no effect and ±100 for the full control effect; nearly all actives have a fitted effect of over 80% in size
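ATPase turnover read by TR-FRET ADP competition (Eu cryptate antibody/ADP-d2, 665/590 nm): 10uM ATP final, 25nM Mm-CPN final, 30 min 37degC after 10-min compound preincubation, pH 7.4 Tris/KCl/MgCl2/DTT buffer.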
CCT modulator – modulators of cytosolic chaperonin (CCT/TRiC) activity. purified chaperonin ATPase assay, HTRF ADP detection, 30 min. activity change, % (concentration not given with the values), hits read low. actives 0.3% (n = 360,000); in the data active = activity change below about -30%; also: % is scaled to controls: 0 for no effect and ±100 for the full control effect
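We incubate TRiC, 40 or 20 nM final, with library compounds at 76 uM and 10 uM ATP for 30 min at 37 °C. ADP formed is detected with Transcreener HTRF reagents after 30 min at room temperature.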
EPAC1 antagonist – blocks human EPAC1 exchange factor; O95398; EPAC1 GEF assay, Rap1b-BODIPY-GDP exchange fluorescence; Potency, µM (top dose mostly 115 µM), without a hit: top-dose activity change, negative = inhibition, actives largely listed as inhibitors; actives 0.14% (n = 360,000);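 also: potency is read from the fitted curve at half-maximal effect; plate controls were vehicle for no effect and positive control for full effect; nearly all actives have a fitted effect of over 50% in size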
* marks the source's active call; other numbers are inactive results; ? = inconclusive; · = not tested or not shown; [ ] = remark or other dose. Unless noted, calls follow the shape of the dose curve; as a rule, active = well fitted curve in the direction sought with a large enough effect; inconclusive = small, poorly fitted or top-dose-only effect, or another doubt; inactive = no such curve, though single readings can be large; an effect the other way counts as inactive or inconclusive. Some of the compounds tested (hit frequency here may not be typical).

WRN helicase inh | EPAC1 agonist | EPAC2 antag | PLK1 PBD inh | PI5P4Ka inh | MmCpn inh | CCT modulator | EPAC1 antagonist | SMILES
0% | 12% | -2% | -20% | 0 | -3% | -1.9 | 14% | Cc1ccc(NC(=O)C2CCC(CNc3c(N4CCC(C)CC4)c(=O)c3=O)CC2)cc1F (stereo not given)
-11% | -7% | -3% | -6% | · | 4% | 1.7 | -8% | CC(C)c1nc2ccc(C(=O)O)cc2[nH]1
-4% | 3% | -6% | -2% | 0 | 0% | -1.0 | -5% | CCN1CCN(C(c2cccs2)C(C)NC(=S)Nc2cccc(C)c2C)CC1 (stereo not given)
-9% | 9% | 19% | -2% | 1 | 0% | 3.0 | 3% | CCCCCn1c(SCC#N)nc2cc(C(=O)NCC3CCCO3)ccc2c1=O (stereo not given)
9% | -4% | 7% | 2% | · | ? | 0.2 | 7% | COc1ccc(CN(CC2CCCO2)S(=O)(=O)c2ccc(C(=O)O)cc2)cc1OC (stereo not given)
1% | -13% | -4% | -6% | -6 | ? | -0.9 | -4% | CC(=O)N(CCc1cccc(C)c1)Cc1cc2ccc(C)cc2[nH]c1=O
2% | 9% | 3% | -3% | 1 | 0% | -2.2 | 3% | CCOC(=O)N1CCN(C(=O)COC(=O)c2cccc(C)c2[N+](=O)[O-])CC1
-27% | 6% | 0% | -12% | -3 | -1% | -3.3 | -4% | COc1ccc(S(=O)(=O)N2CCCC(C(=O)N3CCCC3)C2)cc1OC (stereo not given)
-1% | -3% | 16% | ? | 1 | -1% | 2.3 | 2% | CCCn1c(SCCC(=O)O)nc2ccccc21
0% | 1% | 1% | 2% | 3 | 0% | -2.7 | -8% | COCCCN1C(=O)N(c2ccccc2)C(=O)C1CC(=O)Nc1ccc(F)cc1 (stereo not given)
-5% | 12% | 3% | 6% | -4 | -3% | -5.3 | -16% | O=C(CN1N=C(c2ccccc2)CCC1=O)NCc1cccs1
-29% | 2% | -5% | -14% | -26 | -2% | -5.3 | -6% | COC(=O)C1=C(CSCc2ccco2)NC(=O)NC1c1cc(C)ccc1C (stereo not given)
9% | -4% | 9% | -6% | · | -7% | -1.7 | 2% | Cn1c(SCc2nc(-c3ccccc3)no2)nnc1-c1cccs1
1% | 3% | 21% | -10% | 0 | 0% | -33* | 0% | Cc1nc(NC(=S)NC(=O)c2ccccc2)sc1C
3% | 6% | 4% | 27µM* | -8 | -2% | -2.8 | 16% | Cc1cccc(C)c1OCC1CNC(=O)O1 (stereo not given)
-8% | 10% | 2% | -2% | 0 | · | 0.9 | -8% | COc1ccccc1Cn1c(=S)[nH]c2cc(C(=O)N3CCCC(C)C3)ccc2c1=O (stereo not given)
-5% | 12% | -5%[57.1 µM] | -9% | 0 | -4% | -3.2 | 0% | O=C(O)c1ccccc1C(=O)c1cccs1
10% | 5% | 5% | -12% | · | 0% | -1.8 | -3% | Cc1cccc(NC(=O)Cn2cccc2)c1
-6% | -1% | -2% | -5% | -3 | 0% | 2.1 | -12% | CCN(CC)c1ccc(/C=N\N2CCN(Cc3ccc(C)cc3)CC2)cc1
5% | -1% | -5% | -4% | 7 | 2% | -0.8 | -2% | Cc1ccc(S(=O)(=O)N2CCC(C(=O)OC(C)C(=O)NC3CCCCC3C)CC2)cc1 (stereo not given)
12% | -2% | 17% | -4% | 0 | 0% | -2.1 | 8% | COc1ccc(-n2c(-c3ccc(Br)cc3)c[n+]3c2SC(C)C3)cc1 (stereo not given)
-3% | -11% | -5% | -11% | 0 | 1% | -2.7 | -21% | C[C@]12c3[nH]c4cc(-c5ccco5)ccc4c3CCN1C(=O)[C@@H](CC(=O)NCCN1CCOCC1)C[C@@H]2C(=O)N1CCCCC1
1% | 3% | -6% | -13% | -23 | -6% | 1.4 | -2% | Cc1cccc(-c2nc(CC(=O)Nc3cccc(S(=O)(=O)NC4=NCCC4)c3)cs2)c1
-2% | -6% | -18% | -5% | -6 | 1% | 1.5 | -5% | COc1ccc(C(=O)N2N=C(c3ccccc3)CC2(O)C(F)(F)F)cc1 (stereo not given)
4% | -6% | 24% | 3% | -1 | -2% | 0.2 | -10% | Cn1c(=O)c2c(ncn2CC(=O)OCC(=O)Nc2ccc(F)cc2F)n(C)c1=O
6% | -6% | 2% | -2% | -6 | 0% | 0.6 | 4% | CCOc1ccc(-n2c(C)c(C(C)=O)c3cc(O)ccc32)cc1
0% | -17% | -11% | 1% | 2 | · | 1.3 | 15% | CCCCCCN1C[C@@H](O)[C@H](n2cc(COC(=O)c3ccccc3)nn2)C[C@@H]1c1ccc(C)cc1
-1%[57.1 µM] | -4% | -6% | -1% | 6 | -3% | -1.0 | 33%[activator] | Cc1c(C#N)c(N)nc2c3c(sc12)NC(=O)CC3c1ccccc1 (stereo not given)
-24% | 2% | -6% | -8% | -4 | -1% | -1.7 | -14% | Cc1ccc(SCC(=O)NC(=O)c2ccc(S(=O)(=O)N(C)C)cc2)cc1C
-2% | 7% | 7% | -8% | · | -1% | -1.4 | 6% | Cc1cc(=O)oc(C)c1C(=O)NCCCN1C(C)CCCC1C (stereo not given)
-16% | 7% | -5% | 0% | 0 | 1% | -5.0 | -29% | Cc1ccc(C(=O)NCCCNC(=O)COc2ccc(Cl)cc2)cn1
-6% | -8% | ? | 2% | 1 | · | -4.0 | -8% | O[C@H]1C[C@H](c2ccccc2)N(Cc2cccs2)C[C@@H]1n1cc(C2CC2)nn1
6% | 1% | 4% | 2% | -6 | 1% | -3.2 | -1% | COC(=O)c1[nH]c2ccc(C)cc2c1NC(=O)C(C)N1CCN(C2CCCCC2)CC1 (stereo not given)
-8% | -8% | 16% | -7% | 3 | 0% | -4.3 | -2% | CCCCCCC(=O)N/N=C/c1ccco1
8% | 2% | -6% | -24% | 4 | 2% | -3.2 | -4% | CC(C)(C)c1nnc(SCC(=O)Nc2ccc(N3CCCCC3)cc2)n1N
-9% | 7% | -14% | 0% | -17 | 0% | -1.1 | 13% | N#Cc1ccc(OS(=O)(=O)c2ccc(-c3ccon3)s2)cc1
-3% | 12% | -2% | -6% | 3 | 0% | -11 | 0% | O=C(Nc1ccccc1Oc1ccccc1)c1cnccn1
-3% | 9% | 0% | -14% | 5 | -3% | -1.7 | 11% | O=C(Nc1ccncc1)c1ccccc1Cl
-25% | 2% | 13% | -11% | -9 | -2% | 0.9 | 4% | O=c1cc(Cc2ccccc2)[nH]c(=S)[nH]1
8% | 6% | 34%[activator] | -14% | 3 | ? | -0.2 | -2% | O=C(NS(=O)(=O)Nc1ccccc1)C1=C(N2CCCC2)COC1=O
-5% | 4% | 3% | 7% | 4 | 2% | -1.5 | -7% | CCCCN(C)CCN1C(=O)C2C(C(=O)Nc3ccc(OC)cc3)C3C=CC2(O3)C1C(=O)NC1CCCCC1 (stereo not given)
-11% | -3% | 3% | 27µM* | -8 | 0% | 0.0 | -10% | COc1cccc(N=Cc2c[nH][nH]c2=O)c1
2% | -2% | 2% | 2% | -7 | -2% | -0.7 | 1% | CCOC(=O)c1c(S(=O)(=O)Nc2ccc(C)c(F)c2)c(C)n(C)c1C
5% | -6% | -6%[57.1 µM] | 0% | 1 | -2% | 1.3 | 3% | Cc1ccc(-c2nnc(COc3cccc(-n4cnnn4)c3)o2)cc1
1% | 0% | 16% | -7% | 2 | · | 1.0 | -15% | CC1(C(=O)NS(=O)(=O)c2ccccc2)CCN1C(=O)c1ccccc1CCc1ccccc1 (stereo not given)
2% | 1% | 7% | -14% | -6 | 0% | -3.7 | 1% | CC(C)C(=O)Nc1ccc(C(=O)NN2C(=O)c3ccccc3C2=O)cc1
3% | 13% | 5% | -27% | · | 1% | 1.7 | 6% | Cc1ccccc1-n1c(C)n[nH]c1=S
6% | -5% | 6% | -1% | -3 | 2% | -1.6 | -8% | C/C(=N\NC(=O)c1ccccc1O)C1C(=O)c2ccccc2C1=O
-4% | 4% | 0% | 4% | 0 | -2% | 0.9 | -27% | Cc1c(CCOC(=O)c2ccc(Cl)cc2Cl)sc[n+]1CC(=O)c1ccc(Br)cc1
-6% | -1% | -5% | -1% | 16 | · | -1.4 | -14% | CC(O)(c1ccc(F)c(F)c1)c1nc(-c2cccc3cccnc23)cs1 (stereo not given)
-7% | -4% | 1% | 4% | 7 | · | -1.0 | 0% | COc1ccc(CC(N)c2csc(NC(=O)c3ccccc3OC)n2)cc1 (stereo not given)
10% | 2% | 3% | -15% | 6 | 0% | -2.7 | -2% | COCCCN1C(=O)/C(=C\c2ccc3c(c2)OCO3)C(C(=O)OC)=C1C
-3% | 4% | 13% | -15% | 2 | 0% | -3.0 | -7% | O=[N+]([O-])c1ccc(N2CCN(S(=O)(=O)c3ccccc3)CC2)c2cccnc12
-8% | 4% | 0% | 1% | · | 1% | -0.5 | 6% | COc1ccc(OC)c(NC(=O)N[C@@H](Cc2ccccc2)C(=O)O)c1
-4% | 3% | -6% | -15% | -2 | · | -3.8 | -8% | COc1ccccc1Cc1c(-c2ccc(F)cc2)nc2ccc(Cl)cn12
-8% | 0% | -9% | 3% | 5 | · | -1.2 | -6% | COC(=O)c1ccc(C2=NOC(C)(c3nnc(-c4cccc(Cl)c4)o3)C2)cc1 (stereo not given)
4% | 8% | -6% | -6% | 6 | 0% | -4.5 | -27% | COc1ccc(N2CCN(C(CNC(=O)c3ccco3)c3ccco3)CC2)cc1 (stereo not given)
-10% | -3% | 1% | -5% | -21 | 0% | 0.3 | ? | CCOc1ccc2oc(C(=O)NNC(=O)c3csc(N4CCOCC4)n3)c(C)c2c1
-29% | -3% | -18% | ? | 27 | 1% | -2.6 | ? | Cc1snc(S(=O)(=O)/C(C#N)=N/Nc2cccc(C(F)(F)F)c2)c1C#N

Looked up above:
Entry of `O=C(CN1N=C(c2ccccc2)CCC1=O)NCc1cccs1` under PI5P4Ka inh: -4
Entry of `COc1ccccc1Cc1c(-c2ccc(F)cc2)nc2ccc(Cl)cn12` under EPAC1 agonist: 3%
Entry of `COc1cccc(N=Cc2c[nH][nH]c2=O)c1` under WRN helicase inh: -11%
